# OX1R antag-1: OX1R (human) antagonism; OX1R-expressing cells, FRET antagonist read-out; inhibition, % at 6.6 µM; AID 485270; 330,000 compounds, 1.8% hits; in the data active = inhibition mostly above about 38%, no sharp cut-off; inactive = mostly below about 40%;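 note: 0% = agonist challenge alone and 100% = reference antagonist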
# Target sequence (O43613 whole entry, looked up): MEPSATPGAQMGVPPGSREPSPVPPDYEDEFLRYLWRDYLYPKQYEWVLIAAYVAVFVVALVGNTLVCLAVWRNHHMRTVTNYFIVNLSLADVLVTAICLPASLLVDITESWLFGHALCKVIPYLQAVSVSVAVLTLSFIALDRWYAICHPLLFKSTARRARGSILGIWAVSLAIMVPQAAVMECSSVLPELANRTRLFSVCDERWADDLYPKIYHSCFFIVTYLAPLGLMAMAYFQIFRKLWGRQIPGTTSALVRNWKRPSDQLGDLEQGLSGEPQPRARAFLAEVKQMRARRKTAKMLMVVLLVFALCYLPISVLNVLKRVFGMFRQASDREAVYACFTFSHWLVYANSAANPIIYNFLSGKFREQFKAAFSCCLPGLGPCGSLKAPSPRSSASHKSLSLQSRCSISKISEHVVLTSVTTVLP
# OX1R antag-2: blocks the human orexin 1 receptor. O43613. CHO/OX1R cells, Fluo-8 calcium fluorescence, orexin A. inhibition, % at 5 µM. 330,000 compounds, 0.43% hits. AID 434989;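 active = inhibition above its plate's threshold, mean inhibition of all tested compounds on the plate plus 3 SD, cut at about 37% in these data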;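 note: 0% = orexin A challenge wells and 100% = SB-334867-A antagonist wells; not every result past the cut was called active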
# Starred values were filed as active, the others as inactive. An unsorted share of the library, and some 2% of all compounds hit somewhere here.
cpd	smiles	OX1R antag-1	OX1R antag-2
1	COc1ccc2c(c1)CCC1=C2NC(=S)NC1c1ccc(N(C)C)cc1 (configuration not stated)	14	-14
2	CCOc1ccc(-c2nc3ccccc3c(=O)o2)cc1	12	0
3	O=C(Nc1nc2ccc([N+](=O)[O-])cc2s1)c1ccncc1	13	-8
4	COC(=O)c1cc(C)nc2c1c(C)nn2-c1ccccc1	10	-22
5	CCN(CC)CCNC(=O)c1cn(CC)c2cc(N3CCN(C)CC3)c(F)cc2c1=O	-1	-4
6	CN(CC(CC(=O)Nc1nncs1)c1ccccc1)S(=O)(=O)c1ccc(Br)cc1 (configuration not stated)	7	-16
7	COC(=O)/C(C(C)=O)=C(/C=C/C=C/N(C)C)N(C)C	17	8
8	CCNC(=S)N(CCCN(CC)CC)Cc1cc2cc3c(cc2[nH]c1=O)OCO3	-3	-1
9	N/C(=N\c1nc(CSc2nc3ccccc3s2)cc(=O)[nH]1)Nc1ccc(F)cc1	21	-6
10	CCOc1ccccc1-n1nnnc1SCC(=O)NCC1(N2CCOCC2)CCCCC1	20	-21
11	CCn1c(C)nnc1SCC(=O)Nc1ccc2c(c1)OCCO2	14	-9
12	Cc1ccccc1OCCN(C#N)c1nc(N(C)C)nc(N(C)C)n1	12	-37
13	Cc1ccc2c(c1)c1c3n2CCN(C(=O)C2CC2)C3CCC1 (configuration not stated)	12	-28
14	CC(=O)c1cccc(OCc2cc(C(=O)NCCC3=CCCCC3)no2)c1	7	-35
15	Cc1[nH]ncc1-c1nc2ccccc2[nH]1	13	-14
16	Nc1ccc(C(CC(=O)O)n2cccc2)cc1 (configuration not stated)	4	-11
17	Cc1nnc(SCC(C)C)[nH]c1=O	13	-7
18	CN(C)S(=O)(=O)c1cccc(NC(=O)COC(=O)/C=C/c2cccs2)c1	19	-14
19	Oc1ccccc1-c1cc(-c2ccc(Cl)cc2)n[nH]1	2	-26
20	CCOC(=O)CSc1nc2cc(OC)ccc2cc1C#N	18	-23
21	COc1ccc(CNCC(O)(c2ccc(F)cc2)c2ccc(F)cc2)cc1	24	-37
22	COc1cc(/C=C/C(=O)OCC(=O)N(C)Cc2ccccc2)cc(OC)c1OC	2	-29
23	CCOC(=O)N/N=C/c1c(F)c(F)c(F)c(F)c1F	6	1
24	COCCNC(=S)NCCc1ccc(Cl)cc1Cl	18	-4
25	CC(OC(=O)Cc1n[nH]c(=O)c2ccccc12)C(=O)Nc1ccc(F)cc1 (configuration not stated)	24	-11
26	CCSc1ccc2nnc(-c3cccs3)n2n1	25	3
27	Cc1cccc(OCCCCCn2ccnc2)c1C	12	-7
28	Cc1cc(C)cc(N(CC(=O)O)S(=O)(=O)c2c(C)[nH]c(=O)[nH]c2=O)c1	21	7
29	O=C(NCC(=O)N1CC=C(c2ccccc2)CC1)c1ccco1	8	-1
30	Cc1nc2ccc(NC(=S)NC3CCCCC3)cc2nc1C	26	-14

# Entries of single compounds as entered above.
# Results for `COc1cc(/C=C/C(=O)OCC(=O)N(C)Cc2ccccc2)cc(OC)c1OC` : OX1R antag-1 = 2; OX1R antag-2 = -29
# Results for `COC(=O)/C(C(C)=O)=C(/C=C/C=C/N(C)C)N(C)C` : OX1R antag-1 = 17; OX1R antag-2 = 8

# New compounds follow.
cpd	smiles	OX1R antag-1	OX1R antag-2
31	CCOc1ccc(N2C(=O)Cc3ccccc3C2=O)cc1	8	-18
32	COc1ccccc1NC(=O)c1ccc(C(=O)c2ccccc2)o1	36	-9
33	O=C(CSc1cccc2cccnc12)Nc1ccccc1F	-5	7
34	O=C1CCC(c2ccc3c(c2)CCC3)=NN1	10	-19
35	FC(F)(F)c1cccc(NC(=S)NCC2COc3ccccc3O2)c1 (configuration not stated)	35	-8
36	Cc1ccsc1/C=C(\C(=O)c1ccc(OC(C)C)cc1)c1nc2ccccc2o1	10	-26
37	CCCCn1nnnc1SCC(=O)c1ccccc1F	8	-29
38	O=C(NNS(=O)(=O)c1ccc(Cl)cc1)c1cnn(-c2ccccc2)c1-n1cccc1	14	-37
39	COc1cccc(NC(=O)CSc2nc3scc(C)c3c(=O)[nH]2)c1	34	-12
40	CC(OC(=O)CCN=C1NS(=O)(=O)c2ccccc21)C(=O)N(C)c1ccccc1 (configuration not stated)	6	-5
41	CC(=O)c1cccc(N=Nc2c(-c3ccccc3)[nH]n(-c3ccccc3)c2=O)c1	8	-18
42	CCN(CC)CCCn1c2c(c(SCC(=O)N3CCc4ccccc43)nc1=O)CCC2	20	-23
43	O=C(Nc1ccc(F)cc1F)C1CCCN1S(=O)(=O)c1cccc2nsnc12 (configuration not stated)	77*	4
44	O=C(Cn1cccc1C(=O)c1ccccc1)NCc1ccccc1Cl	6	-25
45	Cc1ccc(S(=O)(=O)Nc2ccc(C(N)=O)cc2)cc1[N+](=O)[O-]	12	-39
46	N#Cc1cc2c(=O)n3ccccc3nc2n(Cc2cccnc2)c1=O	41	-15
47	CC(CN1CCCC1)OC(=O)c1ccccc1Cl (configuration not stated)	-8	-12
48	Nc1nc2n(n1)C(c1ccco1)CC(c1ccc(F)cc1)N2 (configuration not stated)	11	-1
49	S=C(NCCCN1CCOCC1)N1CCN(c2cccc(Cl)c2)CC1	9	-5
50	COc1ccc(C2=NO[C@@H]3C(=O)N(c4ccc(C)cc4C)C(=O)[C@H]23)cc1OC	18	-20
51	COc1ccc(N2CCN(C(=S)Nc3cc(C)cc(C)c3)CC2)cc1	20	-21
52	Cc1ccc(Cc2cnc(NC(=O)c3cccs3)s2)cc1	41	-26
53	CCc1cc(=O)oc2cc(C)cc(OC(C)C(=O)NCc3cccnc3)c12 (configuration not stated)	10	-21
54	O=C(CSc1nnc(Cn2cnc3ccccc32)o1)c1ccccc1	8	-12
55	CC1(C)CC(=O)C=C(c2ccc(F)nc2)C1	13	-26
56	COc1ccc(-c2c(C#N)c(SCc3c(C)noc3C)nc3c2C(=O)CC(C)(C)C3)cc1	1	-8
57	Cc1cc(C(=O)CCC(=O)N2CCN(S(=O)(=O)c3cccs3)CC2)c(C)s1	23	-23
58	CCCC(=O)Nc1cc(C(=O)O)ccc1S(=O)(=O)c1ccc(C)cc1	11	4
59	COc1ccc(C(=O)N/N=C/c2ccc(N3CCOCC3)o2)cc1OC	12	-2
60	NS(=O)(=O)c1cccc(NC(=O)CN2CCc3ccccc32)c1	12	7

# Next results
cpd	smiles	OX1R antag-1	OX1R antag-2
61	CC(C)CC(=O)C1=C(O)C(=O)N(Cc2ccccc2)C1c1ccccc1 (configuration not stated)	0	-6
62	CC1CC(C)CN(C(=O)COc2cccnc2[N+](=O)[O-])C1 (configuration not stated)	8	-8
63	CCOc1cc(NC(=S)NCC(C)C)c(OCC)cc1NC(=O)c1cccs1	13	-39
64	COCCN(CCOC)c1nc(S(=O)(=O)c2ccc(C)cc2)c(Cl)s1	14	-20
65	COc1cccc(C(=O)N2CCN(C(=O)c3cccc4ccccc34)CC2)c1OC	1	-19
66	CC(C)CC(=O)N=C1SC2CS(=O)(=O)CC2N1Cc1ccccc1Cl (configuration not stated)	7	-22
67	Cc1cc(=O)oc2cc(OCC(=O)Nc3ccccc3C(=O)O)ccc12	9	-13
68	C=CCSc1nnc2c(n1)OC(c1ccco1)Nc1ccccc1-2 (configuration not stated)	31	5
69	COC(=O)C1=C(C)N(c2ccc(OC)cc2)C(C)=C(C(=O)OC)C1c1ccccc1	16	-43
70	c1coc(-c2ccnc(-c3ccncc3)n2)c1	22	5
71	O=C(Cc1ccccc1)Nc1ccccc1Oc1ccccc1	14	-29
72	O=C(Oc1ccccc1-c1nnco1)c1ccc(Cl)cc1	12	-28
73	O=S(=O)(c1cccc2nsnc12)N1CCCCC1	41	-14
74	Cc1cc(C)cc(NC(=O)CCN2CCOCC2)c1	5	-10
75	Cc1ccc(CN2CCN(Cc3cn(C)nc3C)CC2CCO)o1 (configuration not stated)	6	-2
76	COc1ccccc1S(=O)(=O)Nc1ccc2cn[nH]c2c1	15	-11
77	COc1ccc(Cc2noc(CN3CCCC(C(=O)c4cccs4)C3)n2)cc1OC (configuration not stated)	36	-21
78	O=C(NCc1ccccc1)Nc1cc(Cl)ccc1Cl	2	-27
79	O=C(NCCN1CCOCC1)/C(=C\c1ccc(Br)cc1)NC(=O)c1cccs1	19	-4
80	CCC(C)(C(=O)NC1CCCCC1)N(Cc1ccco1)C(=O)CC1NC(=O)NC1=O (configuration not stated)	7	-5
81	Cc1cccc(NC(=O)Nc2ccc(S(=O)(=O)Nc3onc(C)c3C)cc2)c1	2	-7
82	COc1cc(/C=C/CN2CCN(Cc3ccc(C)o3)C(CCO)C2)ccc1O (configuration not stated)	9	-12
83	O=[N+]([O-])c1c(Nc2ccc(O)cc2)cc(Cl)c2nonc12	99*	76*
84	CCN1CCN(c2ccc(S(=O)(=O)N3CCCCC3)cc2NC(=O)Cc2ccccc2)CC1	14	-20
85	O=C(CSc1nnc(-c2cccnc2)n1Cc1ccco1)Nc1cccc(O)c1	18	-20
86	Cc1cccc(NC(=O)C(=O)NCCCc2ccccc2)c1	37	-32
87	CC(C)C(=O)Nc1cccc(-c2cn3ccccc3n2)c1	17	-6
88	CC1CCN(c2ccc(NC(=S)NC(=O)c3ccc(-c4cccc([N+](=O)[O-])c4)o3)cc2)CC1	12	-7
89	Cc1ccc(C)c(NC(=S)N/N=C2/CCCCc3ccccc32)c1	23	-15
90	CCOC(=O)C1CCN(C(=O)/C=C/c2ccc3c(c2)OCO3)CC1	14	4

# Further results follow:
cpd	smiles	OX1R antag-1	OX1R antag-2
91	O=C(COC(=O)COc1ccc(Cl)cc1)Nc1ccc(N2CCOCC2)cc1	13	-15
92	CCN(CC)S(=O)(=O)c1ccc(/C=C/C(=O)Nc2c(C)n(C)n(-c3ccccc3)c2=O)cc1	3	-7
93	CCOc1ccc(NS(=O)(=O)c2ccc3c(c2)CCN3C(C)=O)cc1	-8	-34
94	COc1ccc2cc(CN(CC3CCCO3)C(=S)NCc3ccco3)c(=O)[nH]c2c1 (configuration not stated)	24	-19
95	CCc1ccccc1NC(=O)COc1cccc(-n2cnnn2)c1	14	-8
96	CC(C)c1nc(SCC(=O)N2CCCCCC2)c2c(=O)n(C)c(=O)n(C)c2n1	12	-26
97	CN(C)S(=O)(=O)Nc1ccccc1C(N)=O	12	4
98	C/C(=N\Nc1ccc(S(=O)(=O)Nc2ccccc2)cc1[N+](=O)[O-])c1ccncc1	12	-18
99	O=C(Nc1cc2c(cc1Br)OCCO2)c1cccnc1	9	-13
100	Cc1ccc(C(CC(=O)N2CCCC2)c2ccccc2)c(O)c1C (configuration not stated)	15	-26
101	Cc1ccc(NCC(=O)N/N=C\c2ccc[nH]2)cc1	11	2
102	CC(C)CC(=O)N1CCC(O)(CS(=O)(=O)Cc2ccccc2Cl)CC1	2	-10
103	CCn1nc(C)c(/C=C2\CCCC3=C2OC(N)=C(C#N)C3c2c(C)nn(CC)c2C)c1C (configuration not stated)	27	-2
104	O=C(CSc1n[nH]c(=O)n1C1CC1)Nc1ccc(Cl)cc1Cl	-2	-13
105	COc1ccc2nc(C3CCCCC3)c3c(c2c1)CCC3	17	-28
106	COc1ccc2[nH]c(=O)c(CN(C3CCCCC3)C(c3nnnn3Cc3ccco3)C(C)C)cc2c1 (configuration not stated)	5	-9
107	Cc1ccc(NC(=O)C2CCCN2C(=O)NC2CCCCC2)cc1F (configuration not stated)	-5	-19
108	O=C(CCS(=O)(=O)c1cccc2nsnc12)N1CC(=O)N(CCc2ccccc2)C(=O)C1	53*	-4
109	CCOc1ccc(N(CCC#N)S(=O)(=O)c2ccc(OC)cc2)cc1	18	5
110	Cc1cc(CNC(=S)Nc2ccc(S(=O)(=O)Nc3ncccn3)cc2)nn1C	1	7
111	CCOc1ccc(Cl)cc1S(=O)(=O)N1CCN(c2ccc(F)cc2)CC1	19	-3
112	COc1ccc(N(Cc2ccccc2)S(=O)(=O)c2cccc(C(=O)O)c2)cc1	5	-1
113	CCOc1cc(/C=N/NC(=O)c2cccnc2)ccc1OCC(=O)N1CCOCC1	14	-10
114	N=C1CCC(=N)c2c1c(O)c1ccccc1c2O	25	-1
115	CCOC(=O)N1CCC(NC(=O)c2cc(C(=O)NCc3cccc(Cl)c3)ccc2CO)CC1	9	-22
116	O=S(=O)(Nc1cc(S(=O)(=O)N2CCOCC2)ccc1Cl)c1ccccc1	5	-9
117	CC(C)n1cnnc1SCC(=O)Nc1ccc(N2CCCCC2)cc1	14	-7
118	CCO[C@H]1OC(C(=O)Nc2ccccc2)=C[C@@H](c2csc3ccccc23)[C@@H]1CCCO	18	-26
119	O=C(CSc1nc(O)c(Cc2ccccc2)c(=O)[nH]1)Nc1nc2c(s1)CCCC2	4	-15
120	COc1ccc([N+](=O)[O-])cc1NC(=O)Cc1noc2ccc(C)cc12	15	-11

# Three compounds from above, ordered by their value in OX1R antag-2, highest first:
cpd	smiles	OX1R antag-1	OX1R antag-2
102	CC(C)CC(=O)N1CCC(O)(CS(=O)(=O)Cc2ccccc2Cl)CC1	2	-10
91	O=C(COC(=O)COc1ccc(Cl)cc1)Nc1ccc(N2CCOCC2)cc1	13	-15
118	CCO[C@H]1OC(C(=O)Nc2ccccc2)=C[C@@H](c2csc3ccccc23)[C@@H]1CCCO	18	-26

# Continued.
cpd	smiles	OX1R antag-1	OX1R antag-2
121	CC(C)c1c(C(=O)N/N=C/c2cccnc2)nnn1-c1nonc1N	15	-7
122	Cc1cc(C(F)(F)F)nc(SCC(=O)Nc2nccs2)n1	14	-5
123	COc1cc(OC)cc(-c2nnc(SCC(=O)N3CCCC3)o2)c1	11	-7
124	Cn1c(N)c(C(=O)COC(=O)COc2ccc(Br)cc2)c(=O)n(C)c1=O	0	10
125	CC(=O)NS(=O)(=O)c1ccc(N=c2ssc3c2-c2cc(C)c(C)cc2NC3(C)C)cc1	30	-21
126	O=C1CN(c2nc(-c3ccccc3)c3cc(Br)ccc3n2)c2ccccc2N1	15	-10
127	CCc1nc2ccccc2n1CC(=O)NC1CCS(=O)(=O)C1 (configuration not stated)	0	-6
128	COc1ccc(C(O)P(=O)(OC(C)C)c2ccc(N(C)C)cc2)c(OC)c1 (configuration not stated)	7	-29
